Source: PubChem (Sanford-Burnham Center for Chemical Genomics)
SENP6 inh: inhibitors of human SENP6 protease; Q9GZR1; Recombinant SENP6 catalytic domain, aminoluciferin luminescence; inhibition, % at 10 µM; actives 1.8% (n = 330,000);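 active = inhibition above about 50% at the single tested dose, limit read from the data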;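 note: plate controls were DMSO wells with enzyme for no effect and DMSO wells lacking enzyme for full effect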
Target sequence (Q9GZR1 628-1112 limits assumed): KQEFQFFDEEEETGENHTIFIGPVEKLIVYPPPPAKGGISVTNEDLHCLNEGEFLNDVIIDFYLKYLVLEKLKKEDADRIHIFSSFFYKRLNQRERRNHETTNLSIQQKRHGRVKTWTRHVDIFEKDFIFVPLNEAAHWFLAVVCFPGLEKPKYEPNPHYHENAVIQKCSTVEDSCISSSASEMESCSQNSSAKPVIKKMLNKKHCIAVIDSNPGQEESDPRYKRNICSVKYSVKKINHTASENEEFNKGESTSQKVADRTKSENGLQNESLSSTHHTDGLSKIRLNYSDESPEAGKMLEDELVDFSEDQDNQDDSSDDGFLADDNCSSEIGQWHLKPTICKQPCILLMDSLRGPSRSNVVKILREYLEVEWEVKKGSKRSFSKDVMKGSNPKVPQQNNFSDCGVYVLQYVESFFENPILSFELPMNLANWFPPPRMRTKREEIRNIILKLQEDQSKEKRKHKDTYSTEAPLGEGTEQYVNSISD
ATG4B inhibitor: blocks human ATG4B protease cleavage of LC3 substrate. inhibition, % at 8.33 µM. ATG4B cleavage of LC3-PLA2, NBD-HPC fluorescence, 1 h. actives 0.51% (n = 340,000). AID 504462; in the data active = inhibition above about 40%
MPTP block: blocks calcium-induced mitochondrial swelling; actives 1.4% (n = 360,000); inhibition, % at 10 µM; isolated mouse mitochondria, Ca2+ swelling absorbance, 30 min; AID 602449;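 active = inhibition of 50% or more, scaled per plate between neutral and stimulator controls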;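 note: 0% = DMSO wells given calcium and 100% = 1 mM EGTA wells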
PfGluPho inh: PfG6PD (Plasmodium falciparum) enzyme inhibition | PfGluPho enzyme, NADPH resazurin-diaphorase fluorescence | AID 504690 | inhibition, % at 20 µM | actives 0.78% (n = 350,000);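 active = inhibition reaching at least a set limit at 20 µM in the primary screen, cut at about 59% in these data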;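 note: 0% = DMSO wells with substrate and 100% = DMSO wells lacking glucose-6-phosphate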
SENP8 inh: inhibitors of human SENP8 protease; AID 602440; actives 0.64% (n = 360,000); inhibition, % at 20 µM; Q96LD8; recombinant SENP8, Nedd8 substrate fluorescence; in the data active = inhibition mostly above about 40%, no sharp cut-off; inactive = mostly below about 27%
Target sequence (Q96LD8 whole entry, looked up): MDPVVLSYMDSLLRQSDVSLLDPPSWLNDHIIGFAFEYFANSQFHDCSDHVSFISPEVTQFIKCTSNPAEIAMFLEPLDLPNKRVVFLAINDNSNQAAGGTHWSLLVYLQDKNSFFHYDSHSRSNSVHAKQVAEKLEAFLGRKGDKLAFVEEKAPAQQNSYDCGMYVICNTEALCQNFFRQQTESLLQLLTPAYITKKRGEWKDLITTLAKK
GRIN3A LBD mod: modulators (binders) of human NR3A ligand-binding domain; NR3A LBD differential scanning fluorimetry, Tm shift; 0% = protein alone, 100% = glycine-bound protein; actives 2.5% (n = 340,000); Tm shift relative to glycine control, % at 25 µM;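 active = melting temperature shift of at least 10% of the positive control shift, at one fixed dose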
SENP1 FRET inh: blocks the human SENP1 SUMO protease catalytic domain; Q9P0U3; recombinant SENP1 catalytic domain, CyPet-SUMO1-YPet FRET cleavage; inhibition, % at 10 µM; actives 0.21% (n = 360,000); AID 624204;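 active = inhibition at least 30% at 10 µM, raw YFP signal under a set limit, fluorescence ratio 0.5 to 1.5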;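 note: 0% = enzyme with DMSO and 100% = no enzyme wells; some results filed as inactive read as strong as hits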
Target sequence (Q9P0U3 419-644 limits assumed): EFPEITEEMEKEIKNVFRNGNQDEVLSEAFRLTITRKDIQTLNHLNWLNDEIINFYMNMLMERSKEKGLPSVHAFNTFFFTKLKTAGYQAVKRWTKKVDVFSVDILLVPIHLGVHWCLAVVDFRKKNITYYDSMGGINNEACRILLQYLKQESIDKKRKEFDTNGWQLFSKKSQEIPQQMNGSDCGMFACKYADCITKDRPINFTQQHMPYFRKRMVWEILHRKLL
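System: Recombinant human SENP1 catalytic domain, His6-tagged | Incubation: Enzyme reaction for 50 min at room temperature, dark | Medium: Tris pH 8 with BME, BSA, NP40 and catalase | Also added: 25 nM SUMO1 FRET substrate | Compound: 10 µM single point, 0.5% DMSO | Measured by: FRET fluorescence in CFP and YFP emission channels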
hIAP activ: increases human intestinal alkaline phosphatase activity; purified human IAP, CDP-Star luminescence, 30 min; stronger effect = higher value; 1 = vehicle-only enzyme, 0 = enzyme-free background; activation factor at 10 µM; actives 0.16% (n = 330,000);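 active = activation factor of the enzyme at least 2-fold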; note: the source names both 10 and 20 µM as test concentration; values of inactives mirror those of a sister screen read the other way
An asterisk follows results filed as active; i = inactive; x = no result given.

Each structure is followed by: SENP8 inh	hIAP activ	MPTP block	ATG4B inhibitor	PfGluPho inh	GRIN3A LBD mod	SENP1 FRET inh	SENP6 inh
> COc1ccc(S(=O)(=O)N(CCc2ccccc2)CC(=O)N2CCOCC2)cc1
    8	1.1	1.3	-5	-13	-3	2	-7
> Cc1ccccc1C(=O)Nc1ccnn1C1CCN(Cc2ccccn2)CC1
    -24	1.3	0.5	0	4	0	-18	-17
> COc1cc(OC)cc(C(=O)N[C@H](C(=O)OCC(=O)c2ccc(F)cc2)C(C)C)c1
    14	1.1	0.3	1	13	0	1	1
> CCCN(C(=O)CSc1nnc(-c2ccncc2)n1CCC)c1c(N)n(Cc2ccccc2)c(=O)[nH]c1=O
    14	x	0.2	x	-15	x	-5	x
> Cn1c(=O)c2cc3ccc(Cl)cc3nc2n(C)c1=O
    -169	0.81	-3.6	1	-7	5	1	-14
> O=C(c1cccc(Cl)c1)C1CCCN(Cc2ccc(N3CCNC3=O)cc2)C1 (configuration not stated)
    -2	0.86	-1.6	15	-7	1	2	-22
> Cc1ccc(-n2nc(C)c3c2OC(N)=C(C#N)C3c2ccco2)cc1 (configuration not stated)
    39	0.9	7.0	-2	-10	-1	-7	17
> O=C(c1cccc(N2C(=O)C3CC=CCC3C2=O)c1)N1CCN(c2ccccc2)CC1 (configuration not stated)
    12	0.89	-0.4	4	-2	-1	-1	2
> CCN(c1ccccc1)S(=O)(=O)c1ccc(Cl)c(C(=O)NC2CCN(Cc3ccccc3)CC2)c1
    -105	x	5.2	-15	2	3	-19	x
> CCOC(=O)c1c(C)n(C)c2ccc(OC)c(NC(=O)CCN3CCSCC3)c12
    10	0.92	0.2	-3	3	0	1	4
> CC(C)Nc1c([N+](=O)[O-])c(=O)oc2ccccc12
    12	0.93	-2.1	-2	-4	0	-1	-2
> CCOC(=O)N1CCN(c2ccc([N+](=O)[O-])cc2)CC1
    30	0.97	0.1	0	-1	-3	-2	0
> CC(C)(C)C1CCc2c(C(=O)N/N=C/c3cccs3)csc2C1 (configuration not stated)
    2	0.96	22	3	-16	-11	1	-4
> CN(C(=O)COc1ccc(C(C)(C)C)cc1)C1CCS(=O)(=O)C1 (configuration not stated)
    -1	0.99	-0.5	-1	-8	-1	0	-18
> COc1cccc(C(=O)N2c3ccccc3Sc3ccccc32)c1
    12	1.1	8.3	1	56	2	2	-32
> CCCC[C@@H](CNC)NC[C@H](Cc1ccc(O)cc1)NCCc1ccc(OCC)cc1
    25	1.1	1.3	4	-3	1	1	-14
> Cc1cccc(C)c1OCC(O)CNC(C)(C)C (configuration not stated)
    3	0.83	-0.2	-4	-7	1	3	-17
> Cc1cc(N2CCCC2=O)cc(C)c1S(=O)(=O)NCCOc1ccccc1
    8	0.87	1.2	-10	10	2	1	-10
> CCN(Cc1ccccc1)C(=O)COC(=O)c1cnc(C)cn1
    5	1.1	-0.1	4	11	-2	3	-31
> CCCCCNC(=O)c1cc(S(=O)(=O)N2CCCC2)ccc1F
    9	0.95	0.0	0	-3	-1	3	-9

Quoted at random: 2 entries already listed, in no set order.
Each structure is followed by: SENP8 inh	hIAP activ	MPTP block	ATG4B inhibitor	PfGluPho inh	GRIN3A LBD mod	SENP1 FRET inh	SENP6 inh
> Cc1cc(N2CCCC2=O)cc(C)c1S(=O)(=O)NCCOc1ccccc1
    8	0.87	1.2	-10	10	2	1	-10
> O=C(c1cccc(N2C(=O)C3CC=CCC3C2=O)c1)N1CCN(c2ccccc2)CC1 (configuration not stated)
    12	0.89	-0.4	4	-2	-1	-1	2

(more compounds)
Each structure is followed by: SENP8 inh	hIAP activ	MPTP block	ATG4B inhibitor	PfGluPho inh	GRIN3A LBD mod	SENP1 FRET inh	SENP6 inh
> COc1ccc(CCNC(=O)c2cc(-c3ccccc3)c(N3CCOCC3)s2)c(OC)c1OC
    -43	1.6	1.7	1	12	-4	0	13
> Cc1nc(Sc2ccccc2)c(C#N)cc1-c1ccccc1
    13	0.78	2.2	6	5	2	-1	-5
> Cc1c(Br)cnn1C(C)C(=O)N1CCN(c2ccc(F)cc2)CC1 (configuration not stated)
    3	1.2	0.8	-4	-1	1	1	2
> COc1ccc(-c2ccc(OC)cc2)cc1
    8	0.96	2.1	-15	-9	1	1	0
> Cn1c(SCc2cc([N+](=O)[O-])cc3c2OCOC3)nnc1-c1ccccn1
    8	1	0.7	10	3	-1	0	-20
> Cc1cnc(NC(=O)CSc2nnc(Cc3ccccc3)n2C)s1
    10	1.2	-1.0	3	-8	0	3	-1
> COc1ccccc1C(=O)COC(=O)Cn1[nH]c(=O)c2ccccc2c1=O
    4	1.1	-0.9	14	-10	0	2	-4
> COCc1ccc(CN2CCC(C(=O)Nc3cccc(-c4cscn4)c3)CC2)o1
    2	1.3	2.2	2	-2	-4	0	9
> COC(=O)Nc1sc(C(=O)N(C)C)c(C)c1C(=O)OC
    -6	1.2	-2.6	-13	-4	1	-1	3
> Cc1cccnc1NC1CCCCC1
    2	1.1	-1.8	-1	1	-2	1	-2
> O=C(COC(=O)c1cc[n+]([O-])cc1)Nc1cc([N+](=O)[O-])ccc1Cl
    13	1	-3.0	-3	6	1	2	-11
> O=c1[nH]c2ccc(Br)cc2c(-c2ccccc2)c1CN1CCOCC1
    -9	1.1	1.3	3	12	-3	-13	2
> Cc1ccc(S(=O)(=O)N2CC3(C)CN(S(=O)(=O)c4ccc(C)cc4)CC(C)(C2)C3)cc1
    15	0.95	1.6	1	-11	0	2	10
> C(=N\Nc1nc2ccccc2[nH]1)/c1ccc2c(c1)OCCO2
    -301	1.1	0.1	-13	22	-5	-6	46
> C=CCOc1ccc(C(=O)Nc2ccc(OCC)cc2)cc1
    -3	1.2	2.2	-1	10	-4	-1	0
> O=C1Nc2cc(C(=O)NCC3CCCO3)ccc2S/C1=C/c1ccccc1F (configuration not stated)
    -42	0.97	2.4	4	-17	0	-4	-4
> CCNc1nc(NCC)n2c(SCC(=O)Nc3ccc(OC(F)F)cc3)nnc2n1
    8	0.96	1.1	-9	-4	-1	3	-3
> CCCC(=O)Nc1cccc(NC(=O)CN2CCN(c3ccccc3OC)CC2)c1
    13	x	-0.6	-2	5	-4	2	x
> COc1ccc2c(c1)c1ncn(Cc3ccc(F)cc3)c(=O)c1n2C
    -459	0.98	0.7	-10	14	3	2	-41
> CCn1c(SCC(=O)NC2CC2)nnc1-c1ccccn1
    -20	0.86	-0.2	0	8	2	1	-3

The list goes on.
Each structure is followed by: SENP8 inh	hIAP activ	MPTP block	ATG4B inhibitor	PfGluPho inh	GRIN3A LBD mod	SENP1 FRET inh	SENP6 inh
> CN(C)CCn1c(N)nc2ccccc21
    15	1	1.6	-3	12	2	2	-15
> COCCNC(=S)N(CCCO)Cc1cc2cc3c(cc2[nH]c1=O)OCO3
    -84	x	-0.7	x	-6	x	0	x
> COc1ccc(NC(=O)c2cccc3c2C(=O)N(C2CCCCC2)C3)cc1
    13	1.1	-0.1	-6	19	-1	-2	-31
> CC(C)Cn1c(=O)c2c(nc3n2CCCN3CCc2ccccc2)n(C)c1=O
    19	0.94	0.8	0	-4	-1	3	-10
> CC(C)CN(C(=O)COc1ccc([N+](=O)[O-])cc1)c1c(N)n(CC(C)C)c(=O)[nH]c1=O
    8	1.1	-0.2	-5	-2	-2	2	-3
> CC[C@@H]1[C@H]2CCCC(=O)N3CC[C@@H](C[C@@H]1OC(=O)Nc1ccccc1)[C@@H]23
    5	0.97	-2.3	2	10	0	3	-20
> CC(=O)C(N=Nc1ccccc1)(Sc1nnc(-c2ccccc2)n1-c1ccccc1)C(C)=O
    15	0.92	4.7	6	2	0	1	-9
> CC(Oc1ccc(Cl)cc1Cl)C(=O)NCCCCc1ccccc1 (configuration not stated)
    10	0.97	8.1	13	10	-14	-2	1
> CS(=O)(=O)N1CCN(Cc2ccccc2C(F)(F)F)CC1
    6	0.99	-2.3	-9	4	0	0	-2
> COc1ccc(C(=O)NC2CCCc3c2cnn3-c2cccc(C)c2C)o1 (configuration not stated)
    0	1.3	3.1	-10	7	-2	-1	18
> CSc1ccccc1NC(=O)c1cccs1
    12	0.95	-1.2	2	5	-3	0	-15
> CC(OC(=O)CCCCCN=C1NS(=O)(=O)c2ccccc21)C(=O)Nc1cc(Cl)cc(Cl)c1 (configuration not stated)
    15	0.91	21	-15	11	18*	1	-9
> C=CCNC(=O)N1CCc2[nH]c3ccc(F)cc3c2C1
    -3	0.97	1.1	4	5	0	-26	-3
> O=C(Nc1ccc(S(=O)(=O)N2CCCC2)cc1)c1cncc(Br)c1
    -5	0.97	-1.5	-5	3	-1	1	8
> O=C(COC(=O)c1ccc(F)cc1)Nc1ccc2c(c1)OCO2
    31	1.1	-0.7	0	5	-2	-3	-6
> Cn1c2ccccc2c(=O)c2ccc(F)cc21
    i	0.89	2.1	6	-12	0	-118	0
> CN1CCN(C(=O)/C(=C/c2ccc(F)cc2)NC(=O)c2ccccc2)CC1
    8	1	14	-1	8	0	3	-15
> COc1ccc(Cl)cc1NC(=O)CCc1ccccc1
    9	0.93	-0.1	3	26	-1	0	-17
> O=C(/C=C/c1cccc(Br)c1)N1CCN(c2ccccn2)CC1
    29	0.93	-0.5	1	4	0	1	-10
> COc1ccc(NC(=O)/C=C/c2ccccc2)c([N+](=O)[O-])c1
    32	1.1	0.9	-2	-1	-1	7	8

Next records
Each structure is followed by: SENP8 inh	hIAP activ	MPTP block	ATG4B inhibitor	PfGluPho inh	GRIN3A LBD mod	SENP1 FRET inh	SENP6 inh
> Cc1noc(C)c1S(=O)(=O)N(C)C[C@H]1Oc2ccc(NC(=O)C3CCCCC3)cc2C(=O)N([C@H](C)CO)C[C@@H]1C
    -3	0.96	1.2	0	7	3	-1	4
> Cc1cc(-c2ccccc2)nc(=O)[nH]1
    -16	0.9	0.3	-9	0	1	35*	0
> Cc1nc2sc3c(c2c(=O)n1/N=C/c1ccco1)CCCC3
    14	0.91	0.1	7	3	0	-1	-14
> COc1ccc(CN(N=O)C2CC(=O)N(c3ccc(OC)cc3)C2=O)cc1 (configuration not stated)
    13	1	1.2	-2	-4	1	4	-11
> COc1cc(O)c(C(=O)/C=C/c2ccccc2)c(OC)c1
    -3	0.91	-0.7	-18	18	-11	3	-11
> Cc1c(Br)c(C(F)(F)F)nn1CC(=O)N(C)C1CCCCC1
    12	0.92	0.4	25	-2	1	0	10
> O=C(CS(=O)(=O)Cc1ccccc1)Nc1nnc(C2CCCCC2)s1
    9	0.94	3.3	0	-25	0	0	-13
